Compound activity: PubChem BioAssay, Sanford-Burnham Center for Chemical Genomics
NALP3 yeast inh = NALP3 inflammasome inhibitors in reconstituted yeast, primary screen, luminescence, uHTS. Yeast reconstituted NLRP3/ASC/caspase-1, beta-gal luminescence, 24 h. inhibition, % at 10 µM. 330,000 tested, 0.39% active. AID 2825, 2010;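 active means inhibition of 50% or more; inactive means inhibition below 50%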;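 further: plate controls were induced DMSO wells for no effect and uninduced yeast grown without galactose for full effect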
ATG4B inhibitor = ATG4B protease inhibitors, primary screen, biochemical, fluorescence, uHTS | AID 504462, 2011 | inhibition, % at 8.33 µM | ATG4B cleavage of LC3-PLA2, NBD-HPC fluorescence, 1 h | 340,000 tested, 0.51% active | Cysteine protease ATG4B (Homo sapiens), Q9Y4P1; in the data active means inhibition above about 40%
Target sequence (Q9Y4P1 whole entry, looked up): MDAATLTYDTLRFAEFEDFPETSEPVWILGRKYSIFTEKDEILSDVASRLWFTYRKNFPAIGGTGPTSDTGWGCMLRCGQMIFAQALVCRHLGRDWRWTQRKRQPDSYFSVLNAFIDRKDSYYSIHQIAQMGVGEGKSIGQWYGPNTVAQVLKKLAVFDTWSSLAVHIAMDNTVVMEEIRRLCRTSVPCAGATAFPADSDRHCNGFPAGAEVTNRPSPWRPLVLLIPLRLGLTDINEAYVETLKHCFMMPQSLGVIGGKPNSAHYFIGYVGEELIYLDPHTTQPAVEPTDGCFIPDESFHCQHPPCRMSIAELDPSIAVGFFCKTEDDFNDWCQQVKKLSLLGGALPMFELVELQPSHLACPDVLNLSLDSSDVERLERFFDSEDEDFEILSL
hIAP block = human IAP inhibitors, primary screen, biochemical, luminescence, uHTS; Intestinal-type alkaline phosphatase (Homo sapiens), P09923; purified IAP, CDP-Star luminescence, 30 min; inhibition, % at 10 µM; 330,000 tested, 0.12% active;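 active means inhibition reaching a set limit with compound at 10 µM in the primary screen, cut at about 35% in these data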;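 further: plate controls were DMSO wells with enzyme for no effect and no-enzyme buffer wells for full effect; values of inactives mirror those of a sister screen read the other way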
Target sequence (P09923 whole entry, looked up): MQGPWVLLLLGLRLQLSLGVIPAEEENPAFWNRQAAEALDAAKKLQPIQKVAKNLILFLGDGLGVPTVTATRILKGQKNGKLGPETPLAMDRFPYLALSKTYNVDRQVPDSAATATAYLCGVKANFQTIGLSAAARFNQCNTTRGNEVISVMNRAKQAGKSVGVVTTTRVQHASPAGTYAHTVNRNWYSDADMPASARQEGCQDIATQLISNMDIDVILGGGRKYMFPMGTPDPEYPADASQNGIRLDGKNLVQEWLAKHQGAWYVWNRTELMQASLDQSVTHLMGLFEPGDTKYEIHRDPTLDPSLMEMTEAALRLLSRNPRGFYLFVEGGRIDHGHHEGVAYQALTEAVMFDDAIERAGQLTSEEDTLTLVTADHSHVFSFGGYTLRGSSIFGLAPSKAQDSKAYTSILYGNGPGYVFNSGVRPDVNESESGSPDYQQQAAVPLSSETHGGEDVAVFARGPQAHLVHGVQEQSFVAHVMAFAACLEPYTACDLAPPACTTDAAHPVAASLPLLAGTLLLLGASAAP
mIAP inh = inhibitors of mouse IAP, primary screen, biochemical, luminescence, uHTS | intestinal alkaline phosphatase [Mus musculus] | purified mouse IAP, CDP-Star luminescence, 30 min | inhibition, % at 10 µM | 330,000 tested, 0.2% active | AID 2806, 2010;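 active means inhibition of at least 40% at 10 µM in the primary screen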;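 further: plate controls were DMSO with enzyme for no effect and no enzyme wells for full effect; values of inactives mirror those of a sister screen read the other way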
hIAP activ = human IAP activators, primary screen, biochemical, luminescence, uHTS; Intestinal-type alkaline phosphatase (Homo sapiens), P09923; purified human IAP, CDP-Star luminescence, 30 min; stronger effect = higher value; 1 = vehicle-only enzyme, 0 = enzyme-free background; activation factor at 10 µM; 330,000 tested, 0.16% active;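 active means activation factor of the enzyme at least 2-fold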; further: the source names both 10 and 20 µM as test concentration; values of inactives mirror those of a sister screen read the other way
TIM10 inh = growth inhibitors of isogenic TIM10 control yeast, primary screen, counter-screen for tim10-1 yeast inhibitor project, luminescence, uHTS; S. cerevisiae TIM10 strain growth, BacTiter-Glo luminescence, 24 h; inhibition, % at 10 µM; 330,000 tested, 1.4% active;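 active means inhibition of 40% or more at the single tested concentration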;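 further: wild-type TIM10 isogenic control strain grown at permissive 25 °C; 0% = DMSO yeast wells and 100% = minimal medium wells without yeast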
tim10-1 inh = growth inhibitors of tim10-1 mutant yeast, primary screen, luminescence, uHTS; S. cerevisiae tim10-1 ts strain growth, BacTiter-Glo, 24 h; inhibition, % at 20 µM; 330,000 tested, 2.2% active; AID 463190, 2010;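 active means inhibition of at least 40%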;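 further: mutant grown at 25 °C; 0% = DMSO wells with yeast and 100% = wells holding no yeast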
mIAP activ = activators of mouse IAP, primary screen, biochemical, luminescence, uHTS. intestinal alkaline phosphatase [Mus musculus]. muIAP, CDP-Star luminescence, 30 min; stronger effect = higher value; 1 = vehicle-only enzyme signal, 0 = enzyme-free wells. activation factor at 10 µM. 330,000 tested, 0.24% active;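 active means activation factor of at least 2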; further: the source names both 10 and 20 µM as test concentration; values of inactives mirror those of a sister screen read the other way
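System: Mouse IAP enzyme | Also added: CDP-Star substrate | Dosing: Compounds dispensed in DMSO | Schedule: 30 min enzyme-substrate-compound incubation at room temperature | Technique: Chemiluminescence readout | Control set: DMSO-only wells and no-enzyme negative control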
Apaf-1 inh = inhibitors of human Apaf-1 apoptosome, primary screen, biochemical, DEVD-Rh110 fluorescence, uHTS; reconstituted apoptosome caspase-3 activity; AID 489030, 2010; Apoptotic protease-activating factor 1 (Homo sapiens), O14727; inhibition, % at 20 µM; 330,000 tested, 0.71% active; active means inhibition of at least 40% at 20 µM;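 further: plate controls were DMSO wells for no effect and DEVD-CHO caspase inhibitor wells for full effect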
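System: reconstituted apoptosome with Apaf-1, cytochrome c, caspase-9, procaspase-3, dATP; Signal: Rh110 fluorescence intensity; Schedule: 30 min compound preincubation, 50 min activation, room temperature; Reagent: cytochrome c trigger plus (Z-DEVD)2-Rh110 caspase-3 substrate.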
Starred values were filed as active, the others as inactive; . = not tested or not shown.

SMILES	NALP3 yeast inh	ATG4B inhibitor	hIAP block	mIAP inh	hIAP activ	TIM10 inh	tim10-1 inh	mIAP activ	Apaf-1 inh
CCCN(CCC)CC(=O)NCC1(c2ccccc2)CCOCC1	10	-5	6	11	0.94	10	20	0.89	2
COC(=O)c1cc(C(C)=O)n2ccccc12	19	-7	-3	-4	1	2	-2	1	-13
O=C(c1cc(-c2ccccc2Cl)nc2ccc(Br)cc12)N1CCN(c2ccccn2)CC1	15	10	1	0	0.99	-6	18	1	13
CCOc1ccc(NS(=O)(=O)c2cc(C(=O)N(CC)CC(=O)NCc3cccs3)ccc2C)cc1	14	-6	1	8	0.99	2	2	0.92	13
COCCn1c(SCC(=O)c2ccccc2)nc2c(c1=O)SC(C)C2 (stereo not given)	6	-14	-14	14	1.1	-14	-27	0.86	1
CCOc1ccccc1NC(=O)CSc1nc2ccccc2c(=O)n1CC1CCCO1 (stereo not given)	5	-8	-4	1	1	-3	24	0.99	17
CC1CCN(S(=O)(=O)c2ccc3c(c2)C(=NO)c2cc(S(=O)(=O)N4CCC(C)CC4)ccc2-3)CC1	0	-8	1	-1	0.99	-13	4	1	3
Cc1ccc2c(c1)C(=O)C(=O)N2CCOc1ccccc1	-2	-6	10	9	0.9	12	13	0.91	-13
COc1cc2c(cc1OC)CN(C(=O)c1sccc1C)CC2	11	-5	1	0	0.99	-8	0	1	-17
O=C(NCCN1CCCC1)c1ccc(Cn2c(=S)[nH]c3cc4c(cc3c2=O)OCO4)cc1	13	12	-10	-9	1.1	-6	8	1.1	7
COc1cccc(CNC(=O)C(=O)NCCc2ccc(OC)c(OC)c2)c1	-5	9	8	-5	0.92	-3	21	1	9
CCc1ccc2c(c1)c1nnc(NN)nc1n2C	20	-6	1	-1	0.99	21	19	1	16
COCCN=C1N[C@@H](c2cccc(C(F)(F)F)c2)C(C(=O)OC)=C(C)N1Cc1ccccc1	20	-2	31	-3	0.69	7	15	1	26
Cc1ccc(S(=O)(=O)N2CCN(Cc3ccccn3)CC2)cc1	21	1	-12	5	1.1	-2	-4	0.95	-10
COc1ccc(S(=O)(=O)N2CCN(C(=S)Nc3ccc(S(N)(=O)=O)cc3)CC2)cc1	3	-11	5	-6	0.95	-1	6	1.1	16
COc1ccc2[nH]c3c(c2c1)CCN1C(=O)C(CC(=O)NCc2ccco2)C[C@H](C(=O)N2CCOCC2)[C@@]31C (stereo not given in full)	.	.	.	-15	.	-13	-5	1.1	10
Cc1nc(N2CCN(Cc3ccccc3)CC2)nc2c1CCC2	-2	2	12	5	0.88	-21	4	0.95	-3
CS(=O)(=O)N(CC(=O)NCc1ccccc1)C1CCCCC1	0	-8	5	-4	0.95	0	14	1	-9
COCCN=C1N[C@@H](c2ccc(Br)cc2)C(C(=O)OC)=C(C)N1Cc1ccccc1	6	-2	-1	-8	1	10	10	1.1	28
COc1ccc(-c2nc(=S)n3ccsc3n2)cc1OC	23	4	4	21	0.95	10	15	0.79	-14
CC(=O)Nc1ccc(S(=O)(=O)NC2(C(F)(F)F)N=C(c3ccccc3)NC2=O)cc1 (stereo not given)	-10	0	-25	0	1.3	5	9	1	5
C=CCN(C(=O)c1ccc(Cl)cc1)c1ccccc1C(=O)NCC(=O)O	8	4	-8	3	1.1	4	4	0.97	-18
COc1ccc(-c2cc(=O)c3c(O)cc(O)cc3o2)cc1	36	-11	12	3	0.88	15	-9	0.97	9
O=C(Cn1ncc(Cl)c(Cl)c1=O)NC1CCCCC1	19	2	14	6	0.85	5	-8	0.94	-2
Cc1cccc(N2CCN(C(=O)C3CCN(S(=O)(=O)c4cccc5cccnc45)CC3)CC2C)c1 (stereo not given)	22	-11	-7	10	1.1	18	26	0.9	18
(cont.)
SMILES	NALP3 yeast inh	ATG4B inhibitor	hIAP block	mIAP inh	hIAP activ	TIM10 inh	tim10-1 inh	mIAP activ	Apaf-1 inh
COc1ccc(CCNC(=O)c2ccccc2NC(=O)CN2CCN(c3ccccc3O)CC2)cc1	18	-16	9	-9	0.91	16	20	1.1	5
Cc1ccc(-c2csc(N=C(N)N)n2)c(C)c1	25	-3	-10	-7	1.1	19	-7	1.1	0
CCOC(=O)c1cnc(SCC(=O)Nc2ccccc2C(=O)OC)nc1N	13	-13	-6	-1	1.1	4	35	1	21
COc1ccc(C(=O)N2CCN(c3ccc(N4CCOCC4)nn3)CC2)cc1OC	-5	-7	3	-8	0.97	-12	-29	1.1	-6
CCc1cc(C(=O)N2CCN(C(=O)c3ccccc3)CC2)sc1C	15	-1	6	2	0.94	5	0	0.98	-4
COc1ccc(S(=O)(=O)N2CCN(Cc3ccccc3[N+](=O)[O-])CC2)cc1	11	-4	13	-3	0.87	-17	20	1	-2
Cc1ccc(C(C)(C)C)c(OCCOCCN2CCCC2)c1	10	3	10	0	0.9	2	11	1	12
CC(C)(C)C(=O)N1CCCC1C(=O)O (stereo not given)	2	-14	3	3	0.97	-7	8	0.97	-2
Cn1cc(C(=O)N2CCc3ccccc3C2)c(=O)c2cc(S(=O)(=O)N3CCCCC3)ccc21	5	.	11	0	0.89	10	-11	1	-5
CCc1ccc2nc(N3CCN(C)CC3)c(C#N)cc2c1	-3	-1	-20	-5	1.2	6	20	1	10
O=C(Nc1nn[nH]n1)c1cccc([N+](=O)[O-])c1	-21	3	14	10	0.86	2	-3	0.91	-15
O=C(Nc1cccnc1)C1CC(c2ccc(Cl)c(Cl)c2)=NO1 (stereo not given)	21	1	-18	-2	1.2	15	6	1	-10
O=C1NC[C@H](c2ccccc2)N(CC2CCCCC2)C1=O	14	-13	-9	-4	1.1	9	-9	1	-2
CC(C)c1ccc(-c2csc(NC(=O)c3cccs3)c2C(=O)O)cc1	71*	18	4	14	0.96	81*	76*	0.86	-15
Cc1cc(NC(=O)c2noc3c2CCCCC3)no1	32	-9	8	2	0.92	8	19	0.98	-13
C/C(=N/NC(=O)c1sc(NS(=O)(=O)c2ccc(C)cc2)nc1C)c1sc(N)nc1C	-6	-15	-2	0	1	5	1	1	0
COc1cc(NC(=O)c2ncn[nH]2)cc(OC)c1OC	2	3	-3	2	1	5	5	0.98	-5
NS(=O)(=O)c1ccc(CCNC(=O)c2ccc([N+](=O)[O-])s2)cc1	2	-3	-3	6	1	-11	20	0.94	6
COc1c(F)cccc1C1=CC(=O)C[C@H](c2ccc3c(c2)OCO3)C1	16	11	5	1	0.95	17	25	0.99	8
O=C(c1ccc(Cl)cc1)c1oc2ccccc2c1CS(=O)(=O)c1ccccc1	4	43*	28	8	0.72	6	0	0.92	16
O=C(C1CC1)N1CCN(c2ccc(F)cc2)CC1	6	-2	-11	-2	1.1	4	-22	1	-13
Cc1ccc(NC(=O)CCC(=O)N/N=C/c2cccnc2)cc1	-1	-9	-2	-3	1	-7	7	1	2
O=C(Nc1ccc(O)cc1)c1cc(S(=O)(=O)N2CCCC2)ccc1Cl	5	-7	8	-5	0.92	-1	11	1.1	-2
COCCNCc1ccccc1	9	3	14	-3	0.86	-15	4	1	-12
Cc1ccc(Sc2cc(C(=O)NCCN(C)C)c3ccccc3n2)cc1	9	0	-9	1	1.1	8	25	0.99	5

Compound profiles (already shown).
COc1cc2c(cc1OC)CN(C(=O)c1sccc1C)CC2 across the screens: NALP3 yeast inh: 11; ATG4B inhibitor: -5; hIAP block: 1; mIAP inh: 0; hIAP activ: 0.99; TIM10 inh: -8; tim10-1 inh: 0; mIAP activ: 1; Apaf-1 inh: -17
Cc1ccc(Sc2cc(C(=O)NCCN(C)C)c3ccccc3n2)cc1 across the screens: NALP3 yeast inh: 9; ATG4B inhibitor: 0; hIAP block: -9; mIAP inh: 1; hIAP activ: 1.1; TIM10 inh: 8; tim10-1 inh: 25; mIAP activ: 0.99; Apaf-1 inh: 5

Remaining list, next part.
SMILES	NALP3 yeast inh	ATG4B inhibitor	hIAP block	mIAP inh	hIAP activ	TIM10 inh	tim10-1 inh	mIAP activ	Apaf-1 inh
CCOC(=O)c1[nH]c(C)c(C(=O)NC2CCCC2)c1C	-6	0	-12	-4	1.1	14	21	1	4
Cc1ccc(C(=O)Nc2cccc(NC(=O)CN3CCCCC3)c2)cc1	30	8	6	-5	0.94	-2	-7	1	4
CCOc1cc2[nH]c(=O)n(CCCC(=O)N(C)Cc3ccccc3)c(=O)c2cc1OCC	10	0	5	0	0.95	16	4	1	-21
COc1cccc(NS(=O)(=O)c2cc(C)ccc2OC)c1	15	-2	2	-10	0.98	-8	4	1.1	9
Cc1ccc(CNC(=O)COC(=O)C2CCC2)cc1	-17	-7	-1	-10	1	5	18	1.1	-2
COc1ccc(/C=C2\CCn3c2nc2cc(C(=O)O)ccc2c3=O)cc1	-2	2	-3	0	1	2	13	1	3
CCNS(=O)(=O)c1c(C)cc(N2CCCC2=O)cc1C	-6	15	9	6	0.91	7	3	0.94	-1
COc1ccc(/C(C)=N/NC(=O)CN(c2ccc(OC)cc2)S(=O)(=O)c2ccccc2)cc1	1	-9	-12	11	1.1	-26	-35	0.89	22
COc1ccc(CNC(=O)c2cc(-c3cc(C)cc(C)c3O)n[nH]2)cc1	24	-1	-97	-9	2	-11	-62	1.1	-10
CC(C)Cc1cc(C(=O)NCc2cccnc2)no1	8	-5	-4	-6	1	-2	13	1.1	-1
Cc1ccc(C2C3CN(C(C)C)CC=C3C(C#N)=C(N)C2(C#N)C#N)cc1 (stereo not given)	11	-11	6	-1	0.94	16	21	1	7
CCCCN1C(=O)N(C)C2NC(=S)NC21 (stereo not given)	4	2	-8	14	1.1	14	10	0.86	-2
COc1ccc(-n2c(=O)c(CCC(=O)NCCc3ccccc3F)nc3ccccc32)cc1	13	-4	6	-1	0.94	6	31	1	13
CCCCC(=O)Nc1ccc(N2CCN(C(=O)CC)CC2)cc1	12	11	11	2	0.89	6	8	0.98	-13
O=Cc1ccc(Oc2cc(-c3ccccc3)nc(-c3ccccc3)n2)cc1	12	2	-6	6	1.1	4	29	0.94	14
COc1cccc(N2CCN(c3ncccn3)CC2)c1	33	2	8	4	0.92	-26	-6	0.96	0
O=C(NCc1ccc(Cl)cc1)C1CCN(C(=O)c2ccc(Cl)cc2)CC1	21	-6	-10	-6	1.1	-2	-11	1.1	11
O=C(NCc1cc(C(F)(F)F)cc(C(F)(F)F)c1)C1CC(c2c(Cl)cccc2Cl)=NO1 (stereo not given)	33	13	0	-12	0.99	-20	6	1.1	5
O=C(c1cccc2ccccc12)N1CCC(N2CCN(c3ccccc3)CC2)CC1	-5	-8	-2	21	1	-1	17	0.79	1
CC(C)(C)n1nnnc1CN1CCN2CCCC2C1 (stereo not given)	-6	-1	-4	-1	1	-3	-1	1	-1
CCC(C)OC(=O)C1=C(C)NC(=O)CC1c1ccccc1OC (stereo not given)	0	1	15	-3	0.85	-6	15	1	9
COc1cccc(CNC(=O)C2CCN(S(=O)(=O)c3cccc4nonc34)CC2)c1	17	12	-11	-2	1.1	-11	9	1	9
